Assay outcomes deposited in PubChem by The Scripps Research Institute Molecular Screening Center.
TEAD-YAP block = TEAD-YAP interaction inhibition; HEK-TIYL cells, TEAD-Gal4/YAP UAS-luciferase luminescence; 640,000 tested, 1.4% active; inhibition, % at 9.12 µM; AID 1259422; in the data active = inhibition above about 32%;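 note: 0% = median of test compound wells and 100% = reference inhibitor wells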
GPR151 ag = activates the human receptor GPR151; AID 1508602; PathHunter beta-arrestin GPR151 cells, luminescence; Q8TDV0; 650,000 tested, 1% active; activation, % at 11.2 µM; in the data active = activation above about 4.9%;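 note: 0% = median of compound wells and 100% = cells with positive control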
Target sequence (Q8TDV0 whole entry, looked up): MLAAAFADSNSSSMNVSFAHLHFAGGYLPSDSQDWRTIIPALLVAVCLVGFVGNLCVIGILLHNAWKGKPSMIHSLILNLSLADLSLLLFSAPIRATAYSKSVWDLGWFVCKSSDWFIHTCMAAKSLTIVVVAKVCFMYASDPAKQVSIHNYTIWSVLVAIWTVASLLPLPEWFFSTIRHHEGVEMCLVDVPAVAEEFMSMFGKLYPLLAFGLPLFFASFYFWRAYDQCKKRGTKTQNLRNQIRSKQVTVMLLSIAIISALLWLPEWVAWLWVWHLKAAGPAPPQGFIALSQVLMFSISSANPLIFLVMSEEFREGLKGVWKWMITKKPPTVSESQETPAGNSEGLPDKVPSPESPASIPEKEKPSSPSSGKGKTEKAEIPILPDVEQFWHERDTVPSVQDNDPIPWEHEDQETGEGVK
FBW7 act = human FBW7 E3 ligase activation, primary screen. Q969H0. AlphaScreen FBW7–phospho-cyclin E peptide binding, activator screen. normalized activity (activation), % at 26.1 µM. 650,000 tested, 0.13% active. AID 1259310; in the data active = normalized activity above about 1.9%;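 note: purified mutant Fbw7 with reduced substrate affinity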
MITF primary = inhibitors of human MITF; AlphaScreen MITF homodimerization, bead proximity signal; O75030; AID 1259374; 650,000 tested, 0.91% active; inhibition, % at 2.6 µM; in the data active = inhibition above about 50%;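 note: 0% = vehicle wells with protein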
Target sequence (O75030 whole entry, looked up): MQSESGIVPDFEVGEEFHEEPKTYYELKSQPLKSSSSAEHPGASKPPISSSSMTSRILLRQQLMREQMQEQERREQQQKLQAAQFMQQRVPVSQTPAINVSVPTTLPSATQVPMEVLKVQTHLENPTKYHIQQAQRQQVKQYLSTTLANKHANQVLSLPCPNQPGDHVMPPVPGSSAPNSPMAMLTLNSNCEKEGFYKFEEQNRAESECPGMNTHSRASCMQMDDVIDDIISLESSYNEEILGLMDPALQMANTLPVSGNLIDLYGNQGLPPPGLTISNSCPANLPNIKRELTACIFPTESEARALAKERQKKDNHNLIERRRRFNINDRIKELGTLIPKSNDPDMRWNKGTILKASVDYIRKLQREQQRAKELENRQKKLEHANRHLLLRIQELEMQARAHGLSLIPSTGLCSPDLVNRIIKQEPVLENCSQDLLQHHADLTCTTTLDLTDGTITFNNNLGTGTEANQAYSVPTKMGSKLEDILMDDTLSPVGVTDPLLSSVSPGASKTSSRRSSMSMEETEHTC
An asterisk follows results filed as active; & = joins results of further samples. Outcome played no part in choosing rows; 3.4% or so of the library scored in one or more.

structure	TEAD-YAP block	GPR151 ag	FBW7 act	MITF primary
N=C1/C(=C\c2ccc(SCc3ccco3)o2)C(=O)N=C2SC=NN12	0	-0.3	0.0	11
O=C(NCc1ccccc1)c1ccnc(-c2ccc(C(=O)NC3CC3)cc2)c1	5	-2.8	0.2	10
COCCCn1c(COc2ccccc2)nnc1SCC(N)=O	3	0.2	0.0	1
COc1cc(NC(=O)c2ccccc2)c(C(=O)O)cc1OC	8	-0.9	0.0	6
CCOC(=O)C(C)Sc1nnc(NC(=O)C2CC2)s1 (configuration not stated)	-12	1.4	-0.1	17
COCCNC(=O)c1cc(I)c(OC)c(OC)c1	-11	0.5	0.5	-7
COc1cc(OC)c(C2NC(=S)NC(C)=C2C(=O)N(C)C)cc1Br (configuration not stated)	-3	0.6	0.1	7
CCOc1ccc(NC(=O)CSc2nc(Nc3ccc4c(c3)OCO4)c3ccccc3n2)cc1	23	0.0	0.3	-5
COCCNC(=O)C(c1ccco1)N(C(=O)Cn1nnc2ccccc21)c1ccc(C)cc1 (configuration not stated)	0	2.2	0.1	4
Cc1nc(NCCC(C)C)c2nnn(Cc3ccccc3)c2n1	-5	0.1	0.2	4
CC(C)NCC(O)COc1ccc(C(C)(C)C)cc1 (configuration not stated)	14	-0.5	0.0	7
COC(=O)c1cc(S(=O)(=O)NCCc2ccccc2)c[nH]1	10	0.6	0.8	14
CCN(CCCNC(=O)c1nn(-c2ccc(OC)cc2)c(=O)c2ccccc12)c1ccccc1	0	-0.7	-0.1	16
CC1CN(C(=O)CCC(=O)N2CCN(c3ccccc3)CC2)c2ccccc2O1 (configuration not stated)	5	-1.9	-0.2	3
CC1(C)NC(=O)N(CCOc2cccc(Oc3ccccc3)c2)C1=O	-4	0.5	-0.2	5
Cc1onc(-c2c(F)cccc2Cl)c1C(=O)Nc1c(C)n(C)n(-c2ccccc2)c1=O	15	0.2	0.1	-5
Cn1/c(=N/N=C/c2ccc(C(=O)O)cc2)sc2ccccc21	-49	-3.4	0.1	-6
CCCC(=O)Nc1cccc(NC(=O)c2cccc([N+](=O)[O-])c2C)c1	-4	-0.3	0.0	-1
CCN1CC=C2C(C#N)=C(N)C(C#N)(C#N)C(c3cc(OC)c(OC)c(OC)c3)C2C1 (configuration not stated)	4	0.9	-0.1	-11
Cc1nc(N2CCN(c3ccccn3)CC2)c2c(C)c(C(=O)N3CCN(c4ccccc4)CC3)sc2n1	-8	-0.6	0.3	6
CCC1CCCCN1S(=O)(=O)c1c(C)[nH]c(=O)[nH]c1=O (configuration not stated)	2	-0.4	0.0	3
CCc1ccc(-n2c(=O)c3c4c(sc3n(CC(N)=O)c2=O)CCC4)cc1	6	-1.1	0.0	28
O=S(=O)(c1ccccc1)N1CCN(Cc2ccccc2)CC1	3	-0.1	0.0	12
COc1ccc(/C=C2/C(=O)NC(=O)N(c3ccccc3F)C2=O)cc1Br	1	4.0	0.2	-6
O=C(Nc1ccc2c(c1)OCO2)C1CC(c2ccccc2O)=NO1 (configuration not stated)	-6	0.2	-0.1	3
Cc1cc(N2CCCC(C(=O)NCc3cccs3)C2)n2ncnc2n1 (configuration not stated)	2	-0.7	0.2	9
Cc1ccc(C(=O)Oc2ccc(Br)cc2)cc1S(=O)(=O)N1CCOCC1	6	-0.5	0.9	16
C=CCNC(=S)/N=c1\scc(C)n1C	-27	-0.1	-0.1	-6
CCOC(=O)CCN(Cc1ccccc1)S(=O)(=O)c1ccc(OC)cc1	-7	0.1	0.0	9
CCCCOc1ccc(-c2cnc(S(C)(=O)=O)nc2)cc1	46*	2.3	0.0	0
CN(Cc1ccccc1)S(=O)(=O)c1ccc(NS(C)(=O)=O)cc1	2	5.7*	0.1	10
CC(Sc1nnc(-c2ccc(C#N)cc2)o1)C(N)=O (configuration not stated)	7	2.1	0.0	8
CC1=NN(c2cccc(Cl)c2)C(=O)/C1=C/c1ccc(C)s1	-24	1.3	-1.1	39
Cc1ccc(NC(=O)c2nccnc2C(=O)O)cc1F	-2	0.7	0.0	10
CCN(CC)CCCNc1oc(-c2ccc(OC)cc2)nc1C#N	-5	-0.8	-0.1	-17
COc1ccc(CNC(=O)CSCc2nc(-c3sccc3C)oc2C)cc1	2	2.0	-0.3	1
CN1C(=O)S/C(=C/c2cccn2-c2ccc(F)cc2)C1=O	3	1.0	0.0	3
CCOc1ccc(NC(=O)CSc2nc3c(c(=O)n2-c2cc(OC)ccc2OC)SCC3)cc1	14	-0.3	-0.1	3
O=C(Nc1nnc(-c2ccccc2Cl)s1)c1ccccc1[N+](=O)[O-]	-6	2.0	-0.1	1
Cc1sc2ncnc(Oc3cccc4ccccc34)c2c1C	-1	-0.2	-0.1	-5
COC(=O)c1ccc(COc2ccc(/C=N/NC(=O)C(N)=O)cc2OC)cc1	-38	1.0	0.0	-2
Cc1cc([N+](=O)[O-])ccc1N=Cc1ccc(O)cc1O	11	3.2	-0.1	-3
O=[N+]([O-])c1cc2c(c(CSc3nnc(NC4CCCCC4)s3)c1)OCOC2	-2	0.0	0.1	18
O=[N+]([O-])c1cccnc1Nc1cccc(S(=O)(=O)Nc2cccc(C(F)(F)F)c2)c1	4	-1.5	-0.1	19
Cc1cccc(NC(=O)C2C3C=CC(C3)C2C(=O)Nc2cccc(C)c2)c1 (configuration not stated)	0	0.0	0.0	-5
CC(=O)c1c(C)oc2c(Cl)cc(NS(=O)(=O)c3cccs3)cc12	-7	1.0	0.0	3
Clc1cccc(CSc2nnc(-c3ccc(Cl)cc3Cl)o2)c1	-1	-1.7	0.3	13
COc1ccccc1NS(=O)(=O)c1c(C)sc2nc[nH]c(=O)c12	15	-1.1	-0.1	10
COc1cc(Nc2nc(-c3csc4ccccc34)nc3c2ncn3C2CCCCC2)cc(OC)c1OC	-5	-0.9	-0.1	3
O=C(c1cnn2cc(Br)cnc12)N(Cc1ccccc1)c1ccccc1	5	-0.7	0.1	15
O=c1c2ccc(NCCO)c3cccc(c32)c2nc3ccccc3n12	-45	0.0	0.0	0
O=c1c2ccccc2ncn1-c1ccc(Cl)cc1[N+](=O)[O-]	9	-1.0	0.6	20
COc1ccc(C2CC(c3cccs3)=NN2C(=O)CSc2nnc(CNC(=O)c3cccs3)n2-c2cccc(C)c2C)cc1 (configuration not stated)	14	-0.8	0.3	16
COc1ccc(N2CCCS2(=O)=O)cc1NC(=O)c1ccccc1OC	7	1.6	-0.1	4
Oc1ccc(-c2cnc3c(NCCc4ccccn4)nccn23)cc1	-5	-0.2	-0.6	17
Cn1nccc1Nc1nc(C(=O)NCCN2CCOCC2)cs1	0	-0.2	0.1	-3

Further structures
structure	TEAD-YAP block	GPR151 ag	FBW7 act	MITF primary
Cc1ccc(CS(=O)(=O)c2ccc(C(=O)N3CCN(c4ccccn4)CC3)cc2[N+](=O)[O-])cc1	7	-0.7	0.4	12
O=C(NCC1COC2(CCCC2)O1)c1cc2ccccc2oc1=O (configuration not stated)	-26	0.5	0.2	12
COc1cc2c(C(=O)N3CCC4(CC3)OCCO4)cn(CC(C)C)c(=O)c2cc1OC	0	0.5	-0.1	1
CC(=O)Cn1c(CSC#N)nc2ccccc2c1=O	-4	-0.6	0.0	13
CC(C)OC(=O)c1ccc(NC(=O)C2COc3ccccc3O2)cc1 (configuration not stated)	-9	-1.0	0.0	2
O=C(c1sc2ccccc2c1Cl)N1CCN(CCN2C(=O)c3cccc4cccc(c34)C2=O)CC1	-15	-0.2	0.0	-1
CCC(=O)N1N=C(c2cccs2)CC1c1cccc([N+](=O)[O-])c1 (configuration not stated)	-11	-1.5	-0.2	1
CCOC(=O)CCCSc1nc2sc(C)c(C)c2c(=O)[nH]1	4	-0.3	-0.1	-2
Cc1nc2cc(NC(=O)/C=C/c3ccc(N(C)C)cc3)ccc2s1	25	-1.0	0.8	6
CCOc1ccc(NC(=O)N2CCCC(O)C2)cc1 (configuration not stated)	-8	1.5	0.1	3
CCOc1ccc(N(CC(=O)Nc2cccc([N+](=O)[O-])c2C)S(C)(=O)=O)cc1	7	-0.3	0.1	15
O=C(CNCc1ccccc1)Nc1ccc(Cl)cc1	6	0.4	-0.1	-5
O=[N+]([O-])c1nn(-c2ccccc2)n(O)c1=NCc1ccc(F)cc1	-6	-0.8	-0.1	8
COc1ccc(S(=O)(=O)N2CCCC2C(=O)n2nc(C)cc2C)cc1 (configuration not stated)	10	1.4	-0.1	18
O=C(CN1C(=O)/C(=C/c2ccccc2)Sc2ccccc21)NC1CCCC1	-20	0.3	0.0	1
CC(=O)N(CN1C(=O)c2ccc(Br)cc2C1=O)c1ccc(OCc2ccccc2)cc1	-5	2.5	-0.1	-1
COc1cc(C2C(C(=O)OCC3CCCO3)=C(C)NC3=C2C(=O)CC(c2cccs2)C3)cc([N+](=O)[O-])c1O (configuration not stated)	7	0.2	0.0	6
CCC(C)NC(=O)c1cc2nc(-c3ccccc3)cc(-c3ccccc3)n2n1 (configuration not stated)	-1	0.5	-0.1	-2
CCN(CC)CCNC(=O)c1ccc(N2CCCC2=O)cc1	8	0.5	0.6	19
O=C(C[n+]1ccc(-c2ccccc2)cc1)Nc1ccc([N+](=O)[O-])cc1	-3	-0.1	-0.2	-3
CC1CCCCC12NC(=O)N(CC(=O)N1CCc3ccccc31)C2=O (configuration not stated)	-3	-0.1	0.2	11
CCOC(=O)c1nc2ccccc2c(C)c1C	0	0.7	0.2	3
Cc1cc(=O)[nH]c(SCC(=O)Nc2nnc(SCC(N)=O)s2)n1	5	0.3	-0.4	8
O=C(NCCNCCO)c1c(O)c2ccccc2[nH]c1=O	-8	0.3	-0.9	13
O=C(O)c1nsnc1-c1cc([N+](=O)[O-])ccc1O	1&3	1.4&0.8	0.1&-0.1	-2&-12
Cc1ccc(OCC(=O)N/N=C/c2cc(Br)ccc2O)cc1C	3	2.9	0.1	-17
Cc1cccc(-c2cc(C(=O)NCc3ccc(S(N)(=O)=O)cc3)c3ccccc3n2)c1	-2	0.1	0.0	-5
Clc1ccc2c(c1)Nc1ccccc1S2	-2	-1.1	0.6	-1
CCOC(=O)c1nnn(-c2ccc(OCC)cc2)c1C(=O)OCC	2	-2.0	0.0	14
O=c1c2ccccc2[nH]c(=S)n1CCCN1CCCCC1	-10	1.0	-0.1	-1
O=C1CCCN1CCn1cnc2c(NCCN3CCOCC3)nc(Nc3ccncn3)nc21	5	2.1	-0.1	-5
Cc1nc2ccc([N+](=O)[O-])cc2c(=O)n1Cc1ccccc1[N+](=O)[O-]	4	-0.7	0.3	13
Cc1csc2ncc(C(=O)Nc3cccc(F)c3)c(=O)n12	-21	-0.2	-0.1	-10
N#Cc1c(NC(=O)CSc2nnc(-c3cccnc3)n2N)sc2c1CCC2	-8	-2.2	-0.1	-4
CC1=NC(=O)/C(=C/c2ccc(N(C)C)cc2)N1c1ccccc1	-3	1.9	-0.2	0
O=C(c1ccc(CN2C(=O)CCn3nccc32)cc1)N1CCOCC1	-2	7.2*	-0.2	1
CSc1ccc(CNCc2c(C(=O)O)c(C)n(Cc3ccc(F)cc3Cl)c2C)cc1	21	-0.2	0.2	14
CC(C(=O)NCCCN1CCOCC1)(c1ccccc1)c1ccccc1	-4	-1.9	0.0	20
Cc1ccc(/C(O)=C2\C(=O)C(=O)N(c3nc4ccccc4s3)C2c2ccc(O)cc2)cc1 (configuration not stated)	-10	-1.2	0.0	8
O=S(=O)(c1cccc2nonc12)N1CCN(c2ccccc2F)CC1	0	-1.5	-0.1	3
N#Cc1c(NC(=O)c2cnn3c2NC(c2ccccc2)CC3C(F)(F)F)sc2c1CCCC2 (configuration not stated)	7	0.3	0.0	0
Cc1cc(C(=O)c2nc3c(n2O)CCCC3)ccc1Cl	3	-0.2	0.1	13
C[n+]1ccc(NC(=O)C(O)(c2ccccc2)c2ccccc2)cc1	-4	0.1	0.1	5
Cc1ccc2nc(-c3ccc(NC(=O)c4ccc(Cl)cc4)cc3)oc2c1	-17	0.0	0.0	-1
Nc1nc(Nc2ccc(C(F)(F)F)cc2)nc2nc[nH]c12	-5	0.7	0.3	12
CC(C)(C)c1ccccc1NC(=O)CCl	5	-1.4	0.1	5

Entries listed so far containing bromine, in the order listed:
structure	TEAD-YAP block	GPR151 ag	FBW7 act	MITF primary
COc1cc(OC)c(C2NC(=S)NC(C)=C2C(=O)N(C)C)cc1Br (configuration not stated)	-3	0.6	0.1	7
COc1ccc(/C=C2/C(=O)NC(=O)N(c3ccccc3F)C2=O)cc1Br	1	4.0	0.2	-6
Cc1ccc(C(=O)Oc2ccc(Br)cc2)cc1S(=O)(=O)N1CCOCC1	6	-0.5	0.9	16
O=C(c1cnn2cc(Br)cnc12)N(Cc1ccccc1)c1ccccc1	5	-0.7	0.1	15
CC(=O)N(CN1C(=O)c2ccc(Br)cc2C1=O)c1ccc(OCc2ccccc2)cc1	-5	2.5	-0.1	-1
Cc1ccc(OCC(=O)N/N=C/c2cc(Br)ccc2O)cc1C	3	2.9	0.1	-17
